Screening results (PubChem)
SMN2 splice enh: enhancers of SMN2 splice variant expression. HEK293 SMN2-luciferase splicing reporter, luminescence, 30-36 h. Potency, µM (highest dose often 46.1 µM), for inactives: at the highest dose activity change, positive = activation, most hits filed as activators. hit rate 2.8% among 210,000; also: % of control where 0% means no effect; nearly all actives have a fitted effect of over 55% in size
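HEK293 cells carry an SMN2 minigene-luciferase reporter in which exon 7 inclusion puts luciferase in frame. Cells were seeded at 2000 cells/well, attached for 10-12 hours, then exposed to compounds for 30-36 hours at 37C before ONE-Glo luminescence.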
IMPase Li inh: IMPase inhibition in cells with lithium potentiation | CHO-M1 cells, IP1 TR-FRET (IP-One), carbachol + lithium | Potency, µM (highest dose often 59.4 µM), for inactives: top-dose activity, negative = IMPase inhibition, actives largely listed as inhibitors | hit rate 0.35% among 210,000 | AID 1457;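 also: IP1 builds up when IMPase is blocked and the TR-FRET signal falls; plate controls were basal vehicle for no effect and high inhibitor control for full effect; nearly all actives have a fitted effect of over 50% in size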
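Readout is a homogeneous TR-FRET IP1 immunoassay (Ex 320, Em 665 and 620), where raised cytosolic IP1 lowers signal. Cells were CHO-M1 treated 30 min at 37C with test compounds plus a little lithium; AC50 values came from Hill-equation fitting.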
RGS12 GoLoco inh: inhibitors of human Gai1-RGS12 GoLoco interaction (red fluorophore). hit rate 0.44% among 230,000. Gai1:RGS12 GoLoco peptide FP, rhodamine, 10 min. Potency, µM (doses to about 61.6 µM), for inactives: top-dose activity, negative = inhibition, most hits filed as inhibitors. AID 880; active = well fitted inhibition curve with a large enough effect, not every such curve was filed as active; inactive = no such curve, though single readings can be large or run the other way; also: % is scaled to controls: 0 for no effect and ±100 for the full control effect; nearly all actives have a fitted effect of over 30% in size; many of its hits are not listed in these tables
Epigenetic derep: epigenetic control regulation, reporter derepression. AID 1865. Potency, µM (doses to about 53.9 µM), for inactives: at the top dose GFP activation, most hits filed as activators. hit rate 0.2% among 280,000. murine LDR cells, GFP reporter derepression, 30 h; also: % of control where 0% means no effect; nearly all actives have a fitted effect of over 60% in size
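In this reporter-derepression format, murine cells bearing a silenced integrated CMV-GFP locus incubate with test compound (30 h, 37 C), then are washed and imaged; fluorescent objects of 20–120 um count as induced cells.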
NPSR antagonist: neuropeptide S receptor (human) antagonism, cAMP; AID 1461; Q6W5P4; CHO-NPSR cells, cAMP TR-FRET, antagonist mode; hit rate 1% among 220,000; Potency, µM (titrated, usually from 38.3 µM), inactives show at the highest dose activity change, negative = inhibition, actives largely listed as inhibitors; also: % is scaled to controls: 0 for no effect and ±100 for the full control effect; nearly all actives have a fitted effect of over 50% in size; many of its hits are not listed in these tables
JMJD2E inh: JMJD2E (human) inhibition | hit rate 1.6% among 230,000 | AID 2147 | JMJD2E catalytic domain, FDH-coupled NADH fluorescence (FDH is formaldehyde dehydrogenase) | Potency, µM (top dose mostly 57.1 µM), for the others: at the top dose activity change, negative = inhibition, most hits filed as inhibitors | B2RXH2; active = well fitted inhibition curve with a large enough effect, not every such curve was filed as active; inconclusive = small, poorly fitted or top-dose-only effect, or another doubt; inactive = no such curve, though single readings can be large or run the other way;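 also: 0% = wells with enzyme and -100% = buffer wells without enzyme; nearly all actives have a fitted effect of over 50% in size; many of its hits are not listed in these tables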
Target sequence (B2RXH2 1-337 limits assumed): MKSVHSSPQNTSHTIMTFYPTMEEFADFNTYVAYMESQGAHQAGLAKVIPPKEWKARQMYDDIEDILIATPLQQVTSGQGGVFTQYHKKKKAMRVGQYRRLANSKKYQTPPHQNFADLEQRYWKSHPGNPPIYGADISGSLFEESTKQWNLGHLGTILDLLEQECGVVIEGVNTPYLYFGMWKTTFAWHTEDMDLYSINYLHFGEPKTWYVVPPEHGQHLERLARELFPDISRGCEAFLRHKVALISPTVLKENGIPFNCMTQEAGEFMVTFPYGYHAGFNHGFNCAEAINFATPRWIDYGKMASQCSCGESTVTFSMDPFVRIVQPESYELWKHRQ
Luc counter: blocks Kinase-Glo luciferase, a counter-screen artifact; Q27757; Kinase-Glo luciferase, ATP luminescence, 8 min; Potency, µM (highest dose often 38.3 µM), inactives show top-dose activity change, negative = inhibition, most hits filed as inhibitors; hit rate 0.28% among 200,000; AID 1379; also: % is scaled to controls: 0 for no effect and ±100 for the full control effect; nearly all actives have a fitted effect of over 60% in size
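Luminescence was the read-out, taken after 8-minute incubation at ambient temperature. Luciferase turned over luciferin with 10 uM ATP in imidazole pH 7.2 buffer containing KCl, MgCl2, Tween 20 and BSA.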
RECQ1 inh: inhibitors of human RECQ1 DNA helicase; RECQ1 DNA unwinding, red fluorescence kinetic read; Potency, µM (top dose mostly 57.3 µM), for inactives: top-dose activity, negative = inhibition, hits mostly inhibitors; hit rate 0.54% among 240,000; AID 2549;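 also: plate controls were vehicle for no effect and no enzyme for full effect; nearly all actives have a fitted effect of over 30% in size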
Target sequence (P46063 whole entry, looked up): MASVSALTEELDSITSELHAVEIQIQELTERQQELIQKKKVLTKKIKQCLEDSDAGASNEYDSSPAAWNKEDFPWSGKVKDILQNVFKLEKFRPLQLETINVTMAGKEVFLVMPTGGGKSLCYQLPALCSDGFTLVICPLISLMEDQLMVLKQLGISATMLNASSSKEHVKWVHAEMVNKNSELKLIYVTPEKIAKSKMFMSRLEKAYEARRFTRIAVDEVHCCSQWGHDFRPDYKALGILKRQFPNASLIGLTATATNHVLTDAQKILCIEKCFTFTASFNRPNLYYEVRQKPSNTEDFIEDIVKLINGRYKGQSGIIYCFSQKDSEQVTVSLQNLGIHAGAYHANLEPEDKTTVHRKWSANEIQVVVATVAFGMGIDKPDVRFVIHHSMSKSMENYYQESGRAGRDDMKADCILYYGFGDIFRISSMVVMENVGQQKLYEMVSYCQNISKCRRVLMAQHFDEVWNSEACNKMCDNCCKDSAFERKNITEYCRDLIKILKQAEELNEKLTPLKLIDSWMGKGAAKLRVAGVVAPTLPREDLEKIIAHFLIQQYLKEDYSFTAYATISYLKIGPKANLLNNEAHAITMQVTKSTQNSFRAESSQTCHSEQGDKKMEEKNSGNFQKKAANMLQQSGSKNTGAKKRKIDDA
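50 nM RECQ1T1 preincubated 15 min with compound in Tris pH 8.0 buffer with MgCl2, DTT, Tween-20 and 2.5 ug/ml poly(dI-dC); started with 200 nM TAMRA/BHQ-2 forked duplex and 2 mM ATP. Unwinding read as fluorescence (525/598 nm), two reads 2 h apart.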
* marks the source's active call; other numbers are inactive results; i = inactive; ? = inconclusive; . = not tested or not shown; & = joins results of further samples; [ ] = remark or other dose. Unless noted, calls follow the shape of the dose curve; as a rule, active = well fitted curve in the direction sought with a large enough effect; inconclusive = small, poorly fitted or top-dose-only effect, or another doubt; inactive = no such curve, though single readings can be large; an effect the other way counts as inactive or inconclusive. Potency is read from the fitted curve at half-maximal effect. These rows are one share of the data; rates above refer to the full screens.

Each structure is followed by: SMN2 splice enh | IMPase Li inh | RGS12 GoLoco inh | Epigenetic derep | NPSR antagonist | JMJD2E inh | Luc counter | RECQ1 inh
CCOC(=O)c1cc2c(ccn2C)n1CC(=O)N(CC)CC
→ . | 12.9% | -9.4% | 0.0% | -4.1% | ? | -0.4% | 0.4%
CCn1cc(C(=O)O)c(=O)c2cnc(N3CCN(C(=O)Nc4cccc5ccccc45)CC3)nc21
→ -10.6% | -0.7%[38.3 µM] | -18.4% | -6.5% | -26.9%[7.67 µM] | ? | -0.4% | -4.3%
Cc1cccc(NC(=O)c2nc[nH]c2C(=O)NCC(=O)OC(C)(C)C)c1
→ . | . | -0.3% | 3.4% | -14.1% | 5.0% | . | i
Cc1cccc(C)c1NC(=O)CN(C)CC(=O)Nc1cc(Cl)ccc1C#N
→ . | . | . | -1.0% | -5.1%[46.1 µM] | ? | . | -6.7%
Cn1cccc1C(=O)N1CCC[C@@]2(CCN(Cc3ccccc3)C2)C1
→ -8.6% | 15.5% | 1.2% | . | . | . | -1.1% | -3.3%
OCCN(CCO)Cc1csc2ccccc12
→ ? | -0.9% | 2.0% | 0.0% | 27.7% | -2.0% | 0.4% | 0.7%
Cn1c(=O)c2c(nc(CN3CCC(C(N)=O)CC3)n2Cc2c(Cl)cccc2Cl)n(C)c1=O
→ 29.5% | 19.3%[38.3 µM] | -3.8% | 0.0% | -13.4%[46.1 µM] | -4.5% | 0.0% | 0.8%
CN(C)c1ccc(/C=N\Nc2nc(-c3ccccc3)cc(=O)[nH]2)cc1
→ -5.2% | 6.8% | 7.6% | -1.9% | 3.4% | ? | -8.4% | -7.5%
N[C@@H](C(=O)O)[C@@H](CC(=O)O)c1ccc(Cl)cc1
→ -3.6% | -6.6% | -1.4% | 1.1% | . | . | . | 8.5%
COc1ccc(C(=O)N/N=C/c2ccc(N3CCOCC3)o2)cc1OC
→ -30.3%[inhibitor] | 33.6%[activator] | -25.6% | 4.8% | -14.8% | -26.2% | -1.4% | -9.7%
CCC(C)[C@@H](CN(N=O)[C@@H](Cc1ccccc1)CN(C)N=O)N(CCc1ccccc1)N=O (stereo not given in full)
→ . | 3.8% | 4.3% | -1.5% | 56.0% | -2.5% | . | -15.3%
CCCCNC(=O)/C(C#N)=C/c1ccc(-c2ccc(S(=O)(=O)N3CCOCC3)cc2)o1
→ 5.7% | 0.8% | 109.5%[activator] | -1.0% | -17.5% | -1.9% | -0.2% | 8.5%
COc1ccc(NC(=O)COC(=O)C2=COCCO2)cc1OC
→ 9.9% | 7.6% | 7.3% | -0.4% | 8.4% | 15.1% | -0.6% | -2.7%
O=C(Nc1nc2ccccc2s1)C1=NN(c2ccccc2)C(=O)CC1
→ -7.7%[1.84 µM] | 2.3% | 7.2% | -0.9% | -14.9% | -25.4% | -2.3% | 14.9%
CCc1ccc(/C=C2\SC(=S)N(CCC(=O)NC3=NCCS3)C2=O)cc1
→ . | -1.3% | 21.8% | -0.3% | -9.6% | -7.5% | . | -2.9%
COc1ccc(-c2nnc(SCC(=O)N3CCOCC3)o2)cc1OC
→ 12.2% | -1.3%[38.3 µM] | 4.3% | 0.0% | -5.7%[46.1 µM] | -8.1% | 1.0% | -12.8%
Fc1ccccc1CSc1nnnn1-c1ccc2c(c1)OCO2
→ . | 33.3%[activator][38.3 µM] | 2.2% | -1.1% | 13.3%[46.1 µM] | -4.8% | 3.9% | -2.5%
CCN(CC)S(=O)(=O)c1ccc(C)c(NC(=O)COC(=O)[C@@H]2CCCN2C(=O)c2cccs2)c1
→ 5.7% | 0.4% | 5.7% | 6.5% | 0.6% | 3.9% | -1.5% | -12.4%
Cc1cc(C)cc(Nc2ccc(C(=O)O)cc2N)c1
→ 9.4% | 14.3% | 6.3% | -1.0% | -17.1% | ? | 2.3% | -7.4%
Cn1c2ccccc2c2cnn(CC(=O)Nc3cccc(F)c3)c(=O)c21
→ . | . | 7.2% | 8.3% | -6.9% | ? | . | -20.6%
CC1CCN(S(=O)(=O)c2cnc(Cl)c(Br)c2)CC1
→ -2.5% | 2.6% | 10.5% | -2.0% | -10.4% | -15.9% | 2.4% | -17.5%
O=C(NCCc1ccccn1)c1ccc(NS(=O)(=O)c2ccc(F)cc2)cc1
→ -16.8% | -1.6% | 4.4% | -3.3% | -10.1% | 3.3% | 7.8% | -2.9%
CC1(C)CC(NC(=O)C(=O)NCCc2ccc(Cl)cc2)CC(C)(C)N1
→ 3.1% | -0.4% | -3.1% | -1.5% | 6.0% | 1.7% | 0.1% | -1.5%
C=CCSc1nc(C)cc2c1C(=O)OC2
→ 29.2% | -6.5% | -2.7% | -4.0% | 5.5% | -4.4% | 0.9% | -0.4%
C/C(N)=C(/C#N)C(=O)COC(=O)c1ccc(C)c(S(=O)(=O)N2CCCCC2)c1
→ -19.2% | 62.4%[activator][38.3 µM] | 66.9%[activator] | -1.7% | ? | 5.9% | 1.9% | -3.2%
COc1ccc(NC(=O)COC(=O)c2ccc(NS(=O)(=O)/C=C/c3ccccc3)cc2)cc1
→ 8.0% | -3.6% | 0.7% | 0.0% | 1.7% | 4.9% | -2.1% | -15.7%
Cc1cccc(NC(=O)c2cc(NC(=O)c3ccco3)ccc2N2CCCCC2)c1
→ -24.2% | ? | -3.7% | -0.8% | 2.5%[46.1 µM] | ? | -1.3% | -10.4%
COc1ccc(C(CC(=O)c2ccccc2)C2CCCCC2=O)cc1 (stereo not given)
→ 0.2% | 32.9%[activator][38.3 µM] | -10.0% | -2.6% | -20.4%[46.1 µM] | -1.0% | -3.9% | 15.1%
COCCNC(=O)[C@H](C)/C=C/C(NC(=O)OCc1ccccc1)c1ccc(C(=O)OC)cc1 (stereo not given in full)
→ -10.9% | -0.2% | 3.4% | 0.4% | . | -10.6% | -3.6% | i
CCOC(=O)c1cc2sccc2n1CC(=O)Nc1ccc2c(c1)OCCO2
→ -15.1% | 9.0% | 8.8% | -0.9% | -3.7%[46.1 µM] | -26.0% | 4.5% | 5.1%

Compound profiles, from the list above. Order of screens: SMN2 splice enh	IMPase Li inh	RGS12 GoLoco inh	Epigenetic derep	NPSR antagonist	JMJD2E inh	Luc counter	RECQ1 inh
COc1ccc(-c2nnc(SCC(=O)N3CCOCC3)o2)cc1OC across the screens: 12.2%	-1.3%[38.3 µM]	4.3%	0.0%	-5.7%[46.1 µM]	-8.1%	1.0%	-12.8%
O=C(NCCc1ccccn1)c1ccc(NS(=O)(=O)c2ccc(F)cc2)cc1 across the screens: -16.8%	-1.6%	4.4%	-3.3%	-10.1%	3.3%	7.8%	-2.9%
COc1ccc(C(CC(=O)c2ccccc2)C2CCCCC2=O)cc1 (stereo not given) across the screens: 0.2%	32.9%[activator][38.3 µM]	-10.0%	-2.6%	-20.4%[46.1 µM]	-1.0%	-3.9%	15.1%
CCn1cc(C(=O)O)c(=O)c2cnc(N3CCN(C(=O)Nc4cccc5ccccc45)CC3)nc21 across the screens: -10.6%	-0.7%[38.3 µM]	-18.4%	-6.5%	-26.9%[7.67 µM]	?	-0.4%	-4.3%

Next part.
SMILES,SMN2 splice enh,IMPase Li inh,RGS12 GoLoco inh,Epigenetic derep,NPSR antagonist,JMJD2E inh,Luc counter,RECQ1 inh
CC(=O)NCc1nnc2c3ccccc3c(-c3ccccc3)nn12,4.0%,2.6%,9.8%,-0.1%,-3.2%,?,0.2%,i
Cc1c(Cl)cccc1NC(=O)NC1CCCCC1,?,10.7%[38.3 µM],8.1%,-0.7%,5.5%[46.1 µM],2.5%,-2.8%,i
COC(=O)[C@@]1(Cc2ccccc2)[C@H]2c3cc(C(=O)N(C)C)n(Cc4ccc(OC)c(OC)c4)c3C[C@H]2CN1C(=O)c1ccccc1,-7.9%,-6.4%,1.5%,8.6%,.,8.8%,-2.6%,-17.9%
Cc1ccc(Nc2nc(N)nc(CSc3nnc(C)s3)n2)cc1,.,.,2.6%,1.0%,-3.8%,-1.3%,.,-1.9%
O=C(O)c1ccc2c(=O)n(-c3ccccc3F)c(=S)[nH]c2c1,-32.5%[inhibitor],-3.9%,6.6%,0.4%,15.2%,?,0.5%,0.6%
O=S(=O)(NCc1ccncc1)c1ccc(Br)s1,-96.0%[inhibitor],18.9%[38.3 µM],4.5%,-0.8%,0.7%[46.1 µM],-5.9%,2.0%,-1.3%
CC(C)Oc1nnnn1-c1ccccc1,-20.3%,-6.7%[38.3 µM],3.2%,0.0%,?,5.0%,10.7%,i
Cc1ccc(C(C)C)c(OCCCN(C)Cc2ccccc2)c1,-3.6%,4.7%,1.9%,-3.8%,-30.6%,-1.2%,1.2%,i
CCN(CC(=O)N(CC(C)C)c1c(N)n(CC(C)C)c(=O)[nH]c1=O)Cc1nc2ccccc2c(=O)[nH]1,.,.,3.7%,3.8%,8.8%,10.6%,.,i
CCOC(=O)Cc1nnc(NC(=O)CSc2nc3ccccc3[nH]2)s1,.,.,2.6%,10.7%,24.2%,8.5%,.,i
COc1ccccc1CNC(=O)CCN1C(=O)COc2ccc(C)cc21,-17.2%,7.9%[38.3 µM],-1.3%,-2.5%,-0.1%[46.1 µM],-3.7%,-8.0%,-14.3%
Cc1ccc(-c2noc(CCC(=O)NC3CCCc4ccccc43)n2)cc1 (stereo not given),1.6%,30.5%[activator][38.3 µM],-1.0%,-1.0%,?,4.0%,-3.6%,-9.3%
CC(=O)Nc1ccc(OCC(O)CN2CCN(c3ccc(Cl)cc3)CC2)cc1 (stereo not given),-49.3%[inhibitor],8.8%,-0.9%,-0.8%,20.9%[46.1 µM],-0.5%,0.8%,8.8%
Nc1ccc(S(=O)(=O)Nc2ccc(Cl)nn2)cc1,-15.8%,-1.0%&-1.2%,2.3%,0.0%,?,?,-3.6%,-1.6%
